Screening results: PubChem, several laboratories
SMARCA2 act – SMARCA2 (BRM) function activators, primary screen, cell-based, luminescence, high throughput. 370,000 compounds, 1% hits. MG213 cells, MMTV-luciferase reporter, dexamethasone, overnight. activation, % at 9.1 µM; in the data active = activation above about 7.8%;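 also: 0% = vehicle wells and 100% = reference activator wells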
ASAP1 GAP inh – inhibitors of human ASAP1 ArfGAP activity, primary screen, biochemical, fluorescence polarization | ASAP1-stimulated ARF1 GTP hydrolysis, GDP FP detection | Arf-GAP with SH3 domain, ANK repeat and PH domain-containing protein 1 (Homo sapiens), … | 360,000 compounds, 0.19% hits | AID 624377, 2012 | inhibition, % at 16.5 µM; in the data active = inhibition above about 25%;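 also: 0% = vehicle with enzyme and substrate and 100% = no enzyme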
Rev-erbA mod – modulators of Rev-erb alpha DNA binding, primary screen, biochemical, FITC-DNA, fluorescence polarization, uHTS; Nuclear receptor subfamily 1 group D member 1 (Homo sapiens), P20393; Rev-erbα–FITC-DNA binding, 90 min; activity, % at 10 µM; 370,000 compounds, 0.79% hits;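 active = activity above about 14%, limit read from the data; passing the limit was not always enough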;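 also: 0% = DMSO wells with 35 nM protein and 100% = DMSO wells with 750 nM protein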
Target sequence (P20393 whole entry, looked up): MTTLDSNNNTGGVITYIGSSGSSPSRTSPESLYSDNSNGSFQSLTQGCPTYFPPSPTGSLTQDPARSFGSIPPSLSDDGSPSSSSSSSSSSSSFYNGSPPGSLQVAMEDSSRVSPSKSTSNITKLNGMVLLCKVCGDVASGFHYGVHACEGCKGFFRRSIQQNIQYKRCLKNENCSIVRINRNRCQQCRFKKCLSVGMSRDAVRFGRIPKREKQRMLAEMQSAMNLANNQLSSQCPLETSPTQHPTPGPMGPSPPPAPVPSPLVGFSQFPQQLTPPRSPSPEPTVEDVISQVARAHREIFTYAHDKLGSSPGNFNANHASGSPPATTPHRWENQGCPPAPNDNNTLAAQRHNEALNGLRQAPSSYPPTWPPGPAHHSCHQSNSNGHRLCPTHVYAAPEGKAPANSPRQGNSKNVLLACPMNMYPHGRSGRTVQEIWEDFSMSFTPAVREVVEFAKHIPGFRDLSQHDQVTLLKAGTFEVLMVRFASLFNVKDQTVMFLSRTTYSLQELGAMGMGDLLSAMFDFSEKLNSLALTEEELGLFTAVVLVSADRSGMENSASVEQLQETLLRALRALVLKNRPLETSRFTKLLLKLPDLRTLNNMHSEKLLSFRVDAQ
GC-A act – GC-A stimulated cGMP production enhancers – HEK293 GC-A cells, cGMP TR-FRET, EC30 ANP, primary screen. 0% at EC30 ANP, 100% saturating ANP. AID 1671463, 2021. 370,000 compounds, 0.14% hits. activation, % at 10 µM; in the data active = activation above about 40%
ARFGAP1 inh – inhibitors of rat ARFGAP1 GAP activity, primary screen, biochemical, fluorescence polarization, GDP tracer; ADP-ribosylation factor GTPase-activating protein 1 (Rattus norvegicus), Q62848; 360,000 compounds, 0.26% hits; inhibition, % at 16.5 µM; Arfgap1-stimulated ARF1 GTP hydrolysis, GDP FP detection;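 active = inhibition above a per-plate limit, mean inhibition of low control wells plus 3 SD, cut at about 25% in these data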;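 also: 0% = DMSO wells with enzyme and 100% = wells lacking Arfgap1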
Target sequence (Q62848 1-136 limits assumed): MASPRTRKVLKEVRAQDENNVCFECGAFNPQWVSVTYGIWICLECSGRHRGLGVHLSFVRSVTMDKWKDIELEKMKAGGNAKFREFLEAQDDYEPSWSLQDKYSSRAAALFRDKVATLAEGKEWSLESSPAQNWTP
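System: truncated rat Arfgap1 GAP domain / Medium: HEPES-based buffer, pH 7.5 / Also added: N-terminally truncated human ARF1-GTP substrate / Incubation: enzyme reaction 120 min at 25 °C after 20 min preincubation / Measured by: FP of antibody-bound GDP Alexa 633 tracer, ex 620/em 688 nm / Replicates: singlicate, each compound tested once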
GC-B act – human GC-B receptor activators, primary screen, HEK293 GC-B cells, cGMP TR-FRET, EC30 CNP; 370,000 compounds, 0.11% hits; activation, % at 10 µM; Atrial natriuretic peptide receptor 2 (Homo sapiens), P20594; 0% at EC30 CNP, 100% saturating CNP;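 active = activation at 10 µM reaching about 35% in either raw or pattern-adjusted values, limit read from the data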
HTRA1 inh – HTRA1 serine protease inhibitors, primary screen, biochemical, fluorescence polarization, HTS. recombinant HTRA1, FP-rhodamine activity-based probe. inhibition, % at 5.96 µM. 340,000 compounds, 0.5% hits. Q92743. AID 504803, 2011; in the data active = inhibition above about 36%;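 also: 0% = enzyme with DMSO and 100% = wells lacking enzyme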
mABHD4 FP – ABHD4 inhibitors, primary screen, biochemical, fluorescence polarization, mouse. (Lyso)-N-acylphosphatidylethanolamine lipase (Mus musculus), Q8VD66. purified mABHD4, FP-Rh probe fluorescence polarization. inhibition, % at 8.92 µM. 370,000 compounds, 0.54% hits;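 active = inhibition exceeding the mean over every tested compound plus 3 SD, cut at about 30% in these data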;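 also: 0% = plate median of compound wells and 100% = S159A mutant with DMSO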
Target sequence (Q8VD66 whole entry, looked up): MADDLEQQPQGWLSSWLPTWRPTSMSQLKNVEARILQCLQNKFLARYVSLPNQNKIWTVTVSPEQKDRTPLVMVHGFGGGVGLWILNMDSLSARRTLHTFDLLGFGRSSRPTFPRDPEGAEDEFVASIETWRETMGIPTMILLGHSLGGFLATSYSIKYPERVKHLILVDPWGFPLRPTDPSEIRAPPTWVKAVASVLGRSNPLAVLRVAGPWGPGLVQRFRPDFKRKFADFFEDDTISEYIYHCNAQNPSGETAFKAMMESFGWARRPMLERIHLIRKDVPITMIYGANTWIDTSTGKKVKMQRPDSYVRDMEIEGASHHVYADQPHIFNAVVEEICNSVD
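Material: mouse ABHD4 enzyme, wild type; Benchmarks: S159A mutant high control, sample median low control; Buffer or medium: HEPES pH 7.0, NaCl, Pluronic buffer; Signal: fluorescence polarization; Read-out: percent inhibition of probe binding, normalized to plate controls; Timing: pre-incubation 45 min, probe exposure 60 min, at 25 °C; Dosing: 8.92 µM, single dose.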
PG9 Ab binder – binders of HIV-1 gp120 antibody PG9, primary screen, biochemical, TR-FRET | TR-FRET gp120-PG9 antibody binding | 360,000 compounds, 0.43% hits | inhibition, % at 6.7 µM | HIV-1 gp120 / PG9 antibody interaction; in the data active = inhibition above about 8.5%
rCAG RNA binder – binders of r(CAG) RNA repeats, primary screen, biochemical, fluorescence; 370,000 compounds, 1.3% hits; inhibition, % at 3 µM; r(CAG) RNA repeat, TO-PRO-1 dye displacement fluorescence;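 active = inhibition above the plate cutoff, the mean of all test compounds on that plate plus 3 SD, cut at about 35% in these data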;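 also: 0% = DMSO alone and 100% = 100 µM mitoxantrone as full dye displacement; higher means more dye released from RNA so lower well fluorescence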
Numbers without * were called inactive; . = not tested or not shown.

SMILES	SMARCA2 act	ASAP1 GAP inh	Rev-erbA mod	GC-A act	ARFGAP1 inh	GC-B act	HTRA1 inh	mABHD4 FP	PG9 Ab binder	rCAG RNA binder
COc1ccc(NC(=O)Cn2nnc(C(=O)NCc3cccc(OC)c3)c2N)cc1	-4	5	3	3	18	4	-1	-9	-1.3	2
COc1ccc(C(=O)Oc2ccc(=O)n(-c3ccccc3)n2)cc1	2	-4	4	7	9	5	11	2	0.3	-1
O=c1oc2ccccc2n1Cn1c(=O)oc2ccccc21	0	4	2	3	13	2	6	-2	-1.4	0
O=C(NCc1ccc(F)cc1)C1CCCN(c2cnccn2)C1 (configuration not stated)	3	6	3	-2	-4	3	6	-8	2.2	0
NC1=NC(c2ccccc2Cl)n2c(nc3ccccc32)N1 (configuration not stated)	-2	-7	-2	3	0	-2	7	5	-1.2	3
O=c1c([N+](=O)[O-])cc(C(F)(F)F)cn1Cc1cccc(Cl)c1	0	-8	-2	-12	-7	-9	-10	3	2.4	-2
O=C(CNC(=O)OCc1ccccc1)NC(Cc1cnc[nH]1)C(=O)O (configuration not stated)	-4	8	7	-2	10	2	2	-2	0.2	3
Nc1ccc(-c2nc3c(ccc4ccccc43)[nH]2)cc1	-3	-6	-2	-1	16	-2	24	22	-3.4	14
COc1cccc(-n2cc(-c3ccc(F)cc3)[nH]c2=S)c1	8	-2	1	-4	0	2	2	0	0.8	2
c1ccn2cc(CSC3=NCCS3)nc2c1	5	4	3	5	15	3	-2	3	-0.6	2
COc1ccc(OC)c(C2C(C#N)=C(N)Oc3c2c(C)nn3-c2cccc(Cl)c2)c1 (configuration not stated)	-3	-9	-4	-5	-4	0	11	22	0.8	20
Nc1nonc1-c1nc2ccccc2n1CC(=O)N/N=C\c1ccc(-c2ccc(Cl)cc2)o1	-5	9	2	-5	6	-1	-9	-6	0.7	3
CC(=O)Cc1ccccc1OC(=O)c1ccco1	-1	-8	-1	-3	-2	-1	7	3	-1.4	-2
O=C1Nc2ccc(Br)cc2C1(O)c1ccc(F)cc1 (configuration not stated)	-2	-6	1	-23	2	-6	-15	-5	1.0	2
COc1ccccc1NC(=O)NCCN1CCNC1=O	-2	-8	1	7	-5	0	0	-3	-1.6	-1
Cc1cccc(C(=O)NC(=S)NNC(=O)c2ccccc2Cl)c1	2	-1	-1	-2	-9	-1	3	9	-0.8	9
CC(=O)Nc1nnc(COc2ccccc2)s1	8.4*	-16	-3	0	-1	4	1	-1	-0.7	0
Clc1ccccc1-c1nnc2n1-c1ccccc1SC2	4	-5	1	-4	6	-3	3	5	-1.0	-2
Cc1ccc(N2CC(C(=O)NCCN3CCOCC3)CC2=O)cc1 (configuration not stated)	-2	2	-3	0	5	4	-10	2	0.5	-1
CCCOc1ccc(C(=O)NCC(c2cccs2)N(C)C)cc1 (configuration not stated)	0	6	1	4	2	5	-1	8	0.6	-5
Cc1ccc(/C(O)=C2/C(=O)C(=O)N(CCCn3ccnc3)C2c2cccnc2)cc1 (configuration not stated)	2	-8	2	3	-3	13	1	5	-0.1	-1
CCN(CC)CCOC(=O)c1ccc(N/C=C(/C#N)c2nc(-c3ccc4c(c3)OCO4)cs2)cc1	0	8	-11	4	32*	2	-14	10	-0.9	13
COc1ccc(C2Nc3ccccc3C(=O)N2Cc2ccccc2)cc1OC (configuration not stated)	-3	3	1	-9	-6	-6	.	-12	-1.3	0
CN(C)C(=O)COC(=O)c1cccc(S(=O)(=O)Nc2ccc(OCc3ccccc3)cc2)c1	0	1	-2	3	11	-2	-8	-28	-2.3	2
Oc1ccc(-c2cnc(-c3ccc(O)cc3)nc2)cc1	13*	13	-8	-9	7	-9	-8	-7	-2.6	7

Remaining list, next part:
SMILES	SMARCA2 act	ASAP1 GAP inh	Rev-erbA mod	GC-A act	ARFGAP1 inh	GC-B act	HTRA1 inh	mABHD4 FP	PG9 Ab binder	rCAG RNA binder
COC(=O)c1cc(S(=O)(=O)N2CCN(Cc3ccccc3)CC2)c[nH]1	-3	1	-3	1	9	5	3	5	-0.8	-3
O=C(COc1ccccc1)Nc1ccccc1C(=O)NC1CC1	-1	-1	4	1	6	1	-3	-1	0.1	-2
CCNC(=O)C1(C)CCN(Cc2ccc(C(=O)OCC)o2)C1 (configuration not stated)	2	13	4	2	7	2	.	3	-1.1	1
COc1cccc2c(=O)cc(C)n(CC(=O)Nc3cccc(C)c3)c12	-1	0	4	-2	8	3	-22	1	0.2	1
O=C(c1ccc(F)cc1)C1CCN(C(=O)N2CCOCC2)CC1	-4	14	-1	4	-8	2	0	0	-4.0	3
COc1cc(NS(=O)(=O)c2ccc(NC(=S)NC(=O)CC(C)C)cc2)nc(OC)n1	1	11	-3	3	-1	5	0	-4	-2.6	29
Cc1oc(-c2ccc(Cl)cc2)nc1CN1CCC(C(=O)NCCCN2CCOCC2)CC1	2	-9	-4	-1	4	4	-21	4	0.5	-7
CCCOc1ccc(N2CC(C(=O)Nc3ccccn3)CC2=O)cc1 (configuration not stated)	-2	-2	0	-3	7	-2	1	0	-0.5	-2
CN(Cc1ccccc1)C(=O)COC(=O)c1cc(S(=O)(=O)N(C)C)ccc1N1CCCC1	1	4	-2	4	-11	2	0	5	-0.5	-4
CCN(CC)S(=O)(=O)c1ccc(N2CCCC2)c(C(=O)OCC(=O)N2CCCC2)c1	2	5	1	0	-8	0	4	4	2.1	-10
CCOC(=O)c1sc(-c2ccc(C(F)(F)F)cc2)nc1O	-8	4	-8	3	-15	-10	0	4	2.8	5
CCOC(=O)c1cn(-c2c(Cl)cccc2Cl)c2cc(Cl)c([N+](=O)[O-])cc2c1=O	-4	0	-1	4	-2	2	-40	-7	1.1	1
Cc1ccc(NS(=O)(=O)c2cc(C(=O)N(C)C3CCN(C)CC3)ccc2Cl)cc1Cl	-3	-1	-2	-3	-3	-4	5	5	-0.9	1
CCOC(=O)c1[nH]c2ccccc2c1NC(=O)NC(C)C	-1	4	3	4	0	-1	2	0	-2.4	3
COc1cccc(C2CC(c3cccs3)=NN2C(=O)CSc2nc3ccccc3o2)c1OC (configuration not stated)	-1	2	-3	3	9	0	-5	0	0.7	3
CCOCCn1c(=NC(=O)CSCC(=O)Nc2cc(C)on2)sc2cc(OC)ccc21	-2	-7	2	1	-18	-1	3	-3	2.3	-7
Cc1ccccc1C(=O)Nc1nnc(-c2ccco2)o1	5	13	0	0	12	1	6	-1	-0.1	-1
O=C1NC(=O)/C(=C/c2ccc(-c3cccc([N+](=O)[O-])c3)o2)S1	1	-3	-6	25	1	30	-13	-1	-0.6	16
Cc1ccc(-c2nc3ncccc3o2)cc1NC(=O)COc1ccccc1	0	-2	22*	2	7	-2	-4	6	9.1*	0
CCc1cc(C(=O)OC)c(NC(=O)CC2NCCNC2=O)s1 (configuration not stated)	1	13	-7	5	16	3	-7	-1	2.5	-1
CCS(=O)(=O)c1c(S(=O)(=O)CC)c2ccccn2c1C(N)=O	0	-9	-6	4	2	0	8	-5	-3.7	-3
Cc1ccccc1-n1c(SCC(=O)Nc2c(C)cccc2C)nc(O)cc1=O	-3	-2	-5	2	4	-10	-4	-16	-0.6	16
O=C(COC(=O)C12CC3CC(CC(Br)(C3)C1)C2)NNC(=O)c1ccccc1	0	-1	0	-2	-9	-5	-13	-1	3.5	2
COC(=O)[C@@H](NC(=O)c1ccc2c(c1)S(=O)(=O)c1ccccc1C2=O)C(C)C	-1	-1	-8	3	-2	-1	2	-7	-2.3	-2
Brc1ccc(-c2nnc(-c3cccnc3)o2)cc1	1	3	-1	-9	4	-6	4	4	1.1	3

(listing goes on)
SMILES	SMARCA2 act	ASAP1 GAP inh	Rev-erbA mod	GC-A act	ARFGAP1 inh	GC-B act	HTRA1 inh	mABHD4 FP	PG9 Ab binder	rCAG RNA binder
O=C1c2ccccc2C(=O)N1c1ccccc1	-1	-7	8	-2	2	-1	-4	4	-1.2	-2
COc1ccc([C@H](OC)[C@@]2(Cc3ccc(O)cc3)N=C(N)N(C)C2=O)cc1	0	16	4	2	-3	2	0	2	-0.2	2
COC(=O)c1sccc1NC(=O)/C=C/c1c(Cl)cccc1Cl	1	-6	5	1	2	5	-17	-4	-3.7	2
O=S1(=O)CCN2C(=N1)SC1=C2CCN(Cc2ccccc2)C1	1	-12	1	3	-5	0	0	2	-0.8	-2
CCc1c(C)c2ccc(OCC(=O)NCC3CCC(C(=O)O)CC3)c(C)c2oc1=O (configuration not stated)	-2	-2	-4	2	-1	2	-3	3	-0.1	0
CCN(Cc1ccccc1)C(=O)C1CCN(Cc2ccc(OC)c(OC)c2OC)CC1	-5	5	-4	-6	-8	-5	3	10	1.2	-7
COc1ccc(OC)c(CN(CC(C)C)S(=O)(=O)c2ccccc2Br)c1	-2	3	2	-6	-1	0	.	-10	1.5	5
S=c1[nH]nc(-c2ccco2)n1/N=C/c1cccc(Cl)c1	-3	3	-1	6	0	1	4	-1	1.3	10
O=C(Cc1cccs1)Nc1cccc(-c2nnc(-c3ccco3)o2)c1	3	3	-2	5	22	8	-12	-11	-2.7	4
Cc1ccc(C(=O)NCC(=O)OCc2nnc(-c3ccc([N+](=O)[O-])cc3)o2)cc1	-1	-10	-3	-6	1	-2	2	4	-1.8	5
O=C(Nc1ccccc1)N1CCN(Cc2ccc3c(c2)OCO3)CC1	-1	5	-3	-1	6	-7	-1	11	-1.1	-1
CCOC(=O)C1CCCN(c2ncnc3c2oc2ccccc23)C1 (configuration not stated)	1	-3	2	-2	-1	-3	-6	-3	-0.4	-1
CCOC(=O)c1ccc(NC(=O)CSc2nnnn2CCCO)cc1	2	-5	6	-2	-4	1	-5	4	1.1	-2

Single records, from the list above. Screens in order: SMARCA2 act	ASAP1 GAP inh	Rev-erbA mod	GC-A act	ARFGAP1 inh	GC-B act	HTRA1 inh	mABHD4 FP	PG9 Ab binder	rCAG RNA binder
Cc1ccc(NS(=O)(=O)c2cc(C(=O)N(C)C3CCN(C)CC3)ccc2Cl)cc1Cl across the screens: -3	-1	-2	-3	-3	-4	5	5	-0.9	1
COc1ccccc1NC(=O)NCCN1CCNC1=O across the screens: -2	-8	1	7	-5	0	0	-3	-1.6	-1
CCOC(=O)c1sc(-c2ccc(C(F)(F)F)cc2)nc1O across the screens: -8	4	-8	3	-15	-10	0	4	2.8	5
O=C(c1ccc(F)cc1)C1CCN(C(=O)N2CCOCC2)CC1 across the screens: -4	14	-1	4	-8	2	0	0	-4.0	3
Nc1ccc(-c2nc3c(ccc4ccccc43)[nH]2)cc1 across the screens: -3	-6	-2	-1	16	-2	24	22	-3.4	14
